# Bioassay records: PubChem BioAssay, several laboratories
# DAGLB inh = diacylglycerol lipase beta (human) inhibition; Q8NCG7; HEK293T DAGLB membrane lysate, EnzChek fluorogenic substrate; inhibition, % at 5.17 µM; 0.059% of 340,000 active; AID 504411; in the data active = inhibition above about 34%;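 note: 0% = enzyme with vehicle and 100% = wells lacking enzyme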
# SR-BI HDL uptake = blocks mouse SR-BI lipid uptake from DiI-HDL | Q61009 | 0.96% of 320,000 active | inhibition, % at 12.5 µM | ldlA[mSR-BI] CHO cells, DiI-HDL uptake fluorescence, 3 h | AID 488896;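 active = mean replicate inhibition of at least 70% and a set share of replicates each scoring 70 or more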;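 note: 0% = median of neutral control wells and 100% = median of positive control wells; values of inactives mirror those of a sister screen read the other way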
# Target sequence (Q61009 whole entry, looked up): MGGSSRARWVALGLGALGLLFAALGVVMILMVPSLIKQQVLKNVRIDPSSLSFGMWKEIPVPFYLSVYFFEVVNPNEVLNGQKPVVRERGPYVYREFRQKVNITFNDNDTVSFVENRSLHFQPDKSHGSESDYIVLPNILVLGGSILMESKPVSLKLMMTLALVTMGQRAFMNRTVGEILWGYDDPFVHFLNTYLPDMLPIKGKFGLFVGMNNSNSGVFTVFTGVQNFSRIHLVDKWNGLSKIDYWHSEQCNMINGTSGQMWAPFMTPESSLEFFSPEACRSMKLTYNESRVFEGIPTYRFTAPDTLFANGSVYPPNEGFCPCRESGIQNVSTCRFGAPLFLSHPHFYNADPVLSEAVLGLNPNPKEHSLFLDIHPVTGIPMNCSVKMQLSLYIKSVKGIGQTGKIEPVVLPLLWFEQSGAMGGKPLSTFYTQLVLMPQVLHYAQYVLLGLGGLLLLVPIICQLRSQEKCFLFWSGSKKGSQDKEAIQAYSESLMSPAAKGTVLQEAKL
# C-LANA FP = blocks KSHV LANA C-terminal domain binding to DNA | MBP-C-LANA/FAM-LBS DNA binding, fluorescence polarization | inhibition, % at 9 µM | 0.078% of 340,000 active | AID 504423;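 active = highest replicate inhibition at or above 60% at 9 µM, even if other replicates fall short; inactive = all replicates below 60% inhibition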;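 note: 0% = neutral control wells and 100% = 4 µM acridine orange control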
# PKA-R2B act = activators of human PKA-R2B complex; PKA-R2B holoenzyme dissociation, Cy5-IP20 fluorescence polarization; R2B truncated from residue 108, S112A mutant; 0% DMSO only, 100% 113 µM cGMP; P22694+P31323; 0.079% of 340,000 active; AID 504700; activation, % at 11.4 µM;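 active = activation above a cutoff set at the mean over all compounds plus 3 SD, cut at about 18% in these data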;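 note: higher means more holoenzyme dissociation and a rise in polarization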
# NSD2 HMT inh = NSD2 (human) methyltransferase inhibition | O96028 | NSD2 peptide methylation, AlphaScreen, 120 min | inhibition, % at 12.5 µM | 0.54% of 310,000 active | AID 743445; in the data active = inhibition above about 50%
# Cardiac RTF inh = cardiac RTF calcium desensitization | 0.12% of 340,000 active | IANBD-labeled cardiac RTF, Ca2+ fluorescence | AID 493244 | inhibition, % at 7.15 µM | P19429+P45379;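 active = inhibition above the mean inhibition of all tested compounds plus 3 SD, cut at about 17% in these data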;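 note: assay run at fixed EC70 calcium of 1.6 mM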
# SR-BI DiI-HDL act = SR-BI HDL lipid transfer activation; activation, % at 12.5 µM; 0.096% of 320,000 active; CHO ldlA[mSR-BI] cells, DiI-HDL uptake fluorescence, 3 h; 100 = double the neutral-control signal;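 active = mean replicate activation of at least 60% and every replicate at or above 60%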;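 note: 0% = median plate neutral-control signal and 100% = twice that signal; values of inactives mirror those of a sister screen read the other way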
#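 Assay system: LDL receptor-deficient CHO ldlA cells overexpressing murine SR-BI / Medium: BSA-supplemented, HEPES-buffered Ham's F12, pH 7.4 / Probe or stimulus: DiI-labelled HDL at 10 µg/mL final / Timing: compound with DiI-HDL co-incubation, 3 h at 37 °C / Technique: bottom-read cell fluorescence after medium removal, ex 550/em 595 nm / Measure: HDL uptake via cellular fluorescence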
# PvdQ acylase = P. aeruginosa PvdQ acylase inhibition | inhibition, % at 10 µM | 0.063% of 340,000 active | purified PvdQ acylase, fluorescence plate reader; in the data active = inhibition above about 30%, passing the limit was not always enough;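 note: 0% = vehicle neutral wells and 100% = reference inhibitor wells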
# Keap1-Nrf2 PPI = Keap1-Nrf2 (human) interaction inhibition. Keap1 Kelch-Nrf2 peptide fluorescence polarization, 1536-well. inhibition, % at 9.4 µM. 0.15% of 340,000 active; in the data active = inhibition above about 12%;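 note: human Keap1 Kelch domain with fluorescein labeled Nrf2 9mer peptide probe; 0% = neutral control wells and 100% = peptide positive control; higher means more block of Keap1 binding to Nrf2 peptide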
# Target sequence (Q14145 whole entry, looked up, the tested form may be a part): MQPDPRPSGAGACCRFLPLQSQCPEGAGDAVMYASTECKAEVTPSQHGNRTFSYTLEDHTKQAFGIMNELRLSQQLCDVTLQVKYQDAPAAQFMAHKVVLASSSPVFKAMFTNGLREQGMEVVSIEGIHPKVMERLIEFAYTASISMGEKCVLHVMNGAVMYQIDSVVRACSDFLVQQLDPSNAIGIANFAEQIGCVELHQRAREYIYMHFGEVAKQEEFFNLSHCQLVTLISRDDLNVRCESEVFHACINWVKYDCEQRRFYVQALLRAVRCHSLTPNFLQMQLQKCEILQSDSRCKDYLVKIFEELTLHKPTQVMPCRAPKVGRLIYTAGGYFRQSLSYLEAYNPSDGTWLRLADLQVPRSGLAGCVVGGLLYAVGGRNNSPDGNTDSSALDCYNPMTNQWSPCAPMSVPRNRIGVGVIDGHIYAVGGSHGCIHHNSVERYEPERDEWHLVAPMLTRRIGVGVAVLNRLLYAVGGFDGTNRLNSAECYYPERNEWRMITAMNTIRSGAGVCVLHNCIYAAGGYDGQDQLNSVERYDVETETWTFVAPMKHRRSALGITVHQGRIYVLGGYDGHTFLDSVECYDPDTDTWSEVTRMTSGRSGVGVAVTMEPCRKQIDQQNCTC
# Arr AP2 block = human beta-arrestin and AP2 interaction inhibition. AID 504490. 0.31% of 340,000 active. inhibition, % at 10 µM. FITC-arrestin peptide / GST-AP2 beads, flow cytometry; AP2 beta2 appendage carries R879A mutation;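 active = inhibition above a set limit, near 3 SD of compounds lacking own fluorescence, cut at about 54% in these data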;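 note: plate controls were DMSO wells for no effect and 5 µM unlabelled arrestin peptide for full effect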
#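 System: GST-tagged AP2 beta2-adaptin appendage (R879A) on 4 µm glutathione beads / Reagent: FITC-arrestin peptide, 50 nM / Detection: HyperCyt-sampled flow cytometry, FL1 channel, ex 488/em 535 nm / Timing: 12 min plus 1 h, RT / Buffer or medium: PBS plus Tween 20 (0.05%) and BSA (0.1%)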
# An asterisk follows results filed as active; nt = not tested or not shown. Compounds were not picked by outcome. About 2.1% of those tested had a hit in this group.
SMILES,DAGLB inh,SR-BI HDL uptake,C-LANA FP,PKA-R2B act,NSD2 HMT inh,Cardiac RTF inh,SR-BI DiI-HDL act,PvdQ acylase,Keap1-Nrf2 PPI,Arr AP2 block
CCC(C)c1ccc(NC(=O)N2CCN(C(=O)C3CCCO3)CC2)cc1 (centres undefined),1,-11,0.3,-4,-1,1,11,-2,-3,7
CC(C)C(=O)Nc1ccc(NC(=O)c2cccs2)cn1,-1,-4,1.2,0,-2,-4,4,4,-2,26
CCOC1(/N=C(\C)NS(=O)(=O)c2ccc(Cl)cc2)C(C)=CC(=O)C=C1C,1,-33,-3.1,-7,-1,-3,33,-5,3,-42
O=C(Nc1ccc(-n2ccc(C(F)(F)F)n2)cc1)c1cccs1,0,25,-2.5,-3,-3,-7,-25,-11,-5,-7
Cc1ccc(C(=O)OC(C)C(=O)N(C)C2CCCCC2)cc1S(=O)(=O)N1CCCCC1 (centres undefined),-5,41,-1.1,-3,nt,-9,-41,-16,-2,-8
COC(=O)c1sccc1NC(=O)CC1C(=O)NCCN1C(=O)c1ccc(F)cc1 (centres undefined),-1,-12,0.6,-6,-1,-4,12,-17,-5,9
CCC(C)(C)NC(=O)c1ccc2c(c1)N(CC(=O)N1CCCC1)C(=O)C(C)(C)O2,-1,2,3.0,4,1,-6,-2,-15,0,-3
CC1CCc2c(sc(NC(=O)c3nc4ncccn4n3)c2C#N)C1 (centres undefined),0,-10,0.9,4,1,0,10,-1,3,-5
CCc1ccc(NC(=O)CSc2nc3ccccc3nc2N2CCCCC2)cc1,-2,28,-1.7,-1,nt,-10,-28,-10,-7,9
CC(=O)NCc1ccc(S(=O)(=O)N2CCCN(C)CC2)cc1,-3,-35,-2.9,-5,1,-3,35,-10,-6,12
Brc1ccc2cccnc2c1,-2,1,0.6,23*,-1,-21,-1,-9,-2,-4
O=C1CC(NNC(=O)c2cccc(F)c2)C(=O)N1 (centres undefined),0,-15,-0.8,4,0,-11,15,-11,2,-9
c1ccc(C2CNCCc3ccccc32)cc1 (centres undefined),-2,-9,0.5,3,0,0,9,4,1,-8
CC12CCC(C(=O)O)(c3nc4cc([N+](=O)[O-])ccc4nc31)C2(C)C (centres undefined),0,-3,0.2,1,-1,-8,3,5,4,23
COc1cccc(C2NC(C)(C(=O)O)C3C(=O)N(C(C)C)C(=O)C23)c1O (centres undefined),-1,-18,0.4,0,nt,-3,18,-9,4,2
CCOC(=O)c1sc(=NC(=O)C2CC2)n(C)c1C,-2,-25,2.1,-6,2,-3,25,9,-6,17
COC(=O)c1sccc1NC(=S)OC,-4,-35,0.6,-5,5,1,35,8,0,24
COc1cccc(/C=N/Nc2nc(Nc3ccccc3)nc(-n3nc(C)cc3C)n2)c1O,7,64,-0.8,2,21,0,-64,-8,2,32
CCCCOc1cccc(C2/C(=C(\O)c3ccc4c(c3)OCCO4)C(=O)C(=O)N2CCN2CCOCC2)c1 (centres undefined),2,-14,-1.1,5,3,-1,14,1,-2,11
COc1ccc(N2CCN(C(=S)Nc3cccc(OC)c3)CC2)cc1,1,11,3.3,4,0,-1,-11,-6,-1,15
CN(C)CC1CC/C(=C\c2ccc(O)cc2)C1=O (centres undefined),4,4,3.1,-1,8,6,-4,-13,-2,-3
c1ccc(C2=Nn3c(nnc3-c3n[nH]c4c3CCC4)SC2)cc1,1,21,-0.6,-5,0,-5,-21,-8,-3,9
NC(=O)c1c(NC(=O)c2ccco2)sc2c1CCC2,1,12,-1.6,-7,0,0,-12,-1,-3,7
O=C(CN1CCCCC1)Nc1cccc(-n2cnnn2)c1,-2,-5,-1.5,6,nt,-4,5,-9,-8,-7
COc1ccc(C(=O)Nc2ccnn2C2CCN(Cc3ccccn3)CC2)cc1,-1,-1,0.3,-10,-3,-3,1,-11,-2,-8

# As entered above:
# PKA-R2B act with `O=C1CC(NNC(=O)c2cccc(F)c2)C(=O)N1` (centres undefined) stands at 4
# SR-BI DiI-HDL act with `COC(=O)c1sccc1NC(=O)CC1C(=O)NCCN1C(=O)c1ccc(F)cc1` (centres undefined) stands at 12

# By substructure: the compounds so far with fluorine.
SMILES,DAGLB inh,SR-BI HDL uptake,C-LANA FP,PKA-R2B act,NSD2 HMT inh,Cardiac RTF inh,SR-BI DiI-HDL act,PvdQ acylase,Keap1-Nrf2 PPI,Arr AP2 block
O=C(Nc1ccc(-n2ccc(C(F)(F)F)n2)cc1)c1cccs1,0,25,-2.5,-3,-3,-7,-25,-11,-5,-7
COC(=O)c1sccc1NC(=O)CC1C(=O)NCCN1C(=O)c1ccc(F)cc1 (centres undefined),-1,-12,0.6,-6,-1,-4,12,-17,-5,9
O=C1CC(NNC(=O)c2cccc(F)c2)C(=O)N1 (centres undefined),0,-15,-0.8,4,0,-11,15,-11,2,-9

# Going on with the list:
SMILES,DAGLB inh,SR-BI HDL uptake,C-LANA FP,PKA-R2B act,NSD2 HMT inh,Cardiac RTF inh,SR-BI DiI-HDL act,PvdQ acylase,Keap1-Nrf2 PPI,Arr AP2 block
O=C1/C(=C/c2cccs2)CCc2ccccc21,-8,-5,1.2,7,-4,4,5,13,-4,-6
COc1ccc(C(=O)Nc2ccccc2-c2nnn(CC(=O)NCc3ccco3)n2)cc1,0,44,-0.6,-8,7,-8,-44,-21,0,8
Clc1ccccc1-c1nnc(-c2ccccc2Cl)o1,-20,14,0.4,-5,0,-3,-14,-5,0,2
O=c1[nH]c2ccccc2nc1-c1c[nH]c2ccccc12,5,28,1.4,-1,-3,6,-28,-19,-2,10
Cc1ccc(C(C)C)c(OCCNS(C)(=O)=O)c1,-1,nt,0.3,-3,0,-1,nt,-1,1,-1
CCOc1ccc(CN(C)C(=O)c2cc(S(=O)(=O)N3CCCC3)ccc2C)cc1,1,8,1.2,-9,-10,6,-8,-7,-1,-4
CCN(CC)C(=O)c1c(C)nc2ccccn12,0,-2,-1.0,-7,nt,-2,2,-9,-1,33
CN1C(=O)C(O)(CC(=O)/C=C/C=C/c2ccccc2)c2ccccc21 (centres undefined),0,-33,-0.4,-4,2,-6,33,3,-10,7
O=C(Nc1ccccc1)c1ccc(C(=O)Nc2ccccc2)nc1,-1,17,-2.0,-2,1,1,-17,-5,0,10
O=C1OCCC1Sc1nc2cc(Cl)ccc2s1 (centres undefined),-3,-18,1.7,-7,-8,-8,18,0,-1,10
COc1ccc(OCC(=O)NNC(=O)c2cccnc2)cc1,0,-3,-1.1,5,0,4,3,-15,-1,-4
Cc1cc(NC(=O)CSc2nnnn2-c2ccccc2C)no1,1,11,-1.5,-7,-1,-1,-11,2,4,35
CC(Oc1ccccc1)C(=O)N1CCCc2ccccc21 (centres undefined),-2,0,-0.2,-10,0,-6,0,-5,2,-1
COc1cccc(/C=N/n2cncn2)c1OCC#N,-3,-19,-0.3,1,nt,-10,19,-1,5,27
COc1ccc(C(=O)NN/C(=N/S(=O)(=O)c2ccc(C)cc2)c2ccccc2)cc1,-8,29,-1.4,-8,2,5,-29,5,0,13
O=C(CN1C(=O)NC2(CCCCCC2)C1=O)NCc1ccco1,1,-16,-0.4,-5,-2,-14,16,8,1,14
O=C(N/N=C/c1cccnc1)c1ccccc1OCc1cccc(Br)c1,1,18,-1.3,-3,0,-5,-18,-13,-5,-2
O=C1CSC(c2cccnc2)N1Cc1ccc(Cl)cc1Cl (centres undefined),3,-3,-0.7,1,-2,-7,3,-8,-5,-2
Cc1ccc(C=Nc2ccccc2C(N)=O)o1,1,15,0.1,-2,-4,-22,-15,-15,-8,2
Cc1ccc(C(=O)N(CC(=O)NC2CCCC2)c2ccccc2Cl)s1,-3,2,-0.5,4,-2,2,-2,-13,-5,5
CCOC(=O)N1CCN(C(=O)CSC2=NS(=O)(=O)c3cc(Cl)ccc3N2)CC1,-1,-2,-0.3,1,0,-12,2,2,3,-7
CC1(NC(=O)c2ccccc2)CCN(CCCc2ccccc2)C1=O (centres undefined),1,-4,0.8,-9,nt,-10,4,-16,-5,-14
CCNC(=O)c1ccccc1-c1nc(-c2ccccc2Cl)no1,0,22,-1.6,-7,3,1,-22,-9,-6,7
COc1ccc(CSCC(=O)N/N=C/c2ccccc2OCc2ccccc2)cc1,-3,4,-0.6,-5,0,-4,-4,-3,4,-8
CC(=O)Nc1ccc2c(c1)C(=Nc1ccc(C)cc1)c1ccccc1-2,5,14,1.0,-11,2,6,-14,1,4,31
SMILES,DAGLB inh,SR-BI HDL uptake,C-LANA FP,PKA-R2B act,NSD2 HMT inh,Cardiac RTF inh,SR-BI DiI-HDL act,PvdQ acylase,Keap1-Nrf2 PPI,Arr AP2 block
Clc1ccc(-c2cn3c(n2)-c2ccccc2C3)cc1Cl,-2,49,-0.4,-4,2,-2,-49,-13,-3,-4
O=S(=O)(c1cccc(Cl)c1)N1CCCC1,-1,-10,-1.0,0,-1,-3,10,-1,6,24
O=C(c1cc(C2CC2)nn1-c1ccccc1)N1CCN(c2ccccc2O)CC1,2,-3,0.5,5,3,-5,3,-7,2,19
O=C(c1ccc(OC2CCN(CCCc3ccccc3)CC2)cc1)N1CCCC1,-2,26,-1.6,4,9,1,-26,1,2,37
CSC1SCC2C(=O)N(C)C(C(C)C)C(=O)OCC(NC(=O)c3cnc4ccccc4n3)C(=O)NC(C)C(=O)N(C)C1C(=O)N(C)C(C(C)C)C(=O)OCC(NC(=O)c1cnc3ccccc3n1)C(=O)NC(C)C(=O)N2C (centres undefined),2,-13,19,-12,-1,-7,13,-7,-4,-2
Nc1nc(SCC(=O)Nc2ccc([N+](=O)[O-])cc2)[nH]c(=O)c1NC(=O)c1ccc(Br)cc1,9,-8,0.4,-4,4,0,8,8,-4,-3
CCn1cc(C2=NOC(C(=O)Nc3ccc4c(c3)OCO4)C2)c(C)n1 (centres undefined),-3,-1,-0.9,-13,0,1,1,3,-1,16
CCN(CC)C(=O)CSc1nc2ccccc2c(=O)n1CC,0,-12,-0.4,-7,2,0,12,-5,2,4
Cc1cc(C)n(C(C)CNS(=O)(=O)c2ccc(C)c(C)c2)n1 (centres undefined),-2,-17,0.5,-5,-3,-3,17,8,-1,10
CCCCCCCCCC[n+]1cccc2c3ccccc3ccc21,8,19,-5.8,-11,9,-9,-19,-17,2,-32
C=CCN(CC=C)C(=S)NC(=O)c1ccc(-c2ccccc2)cc1,-5,-8,0.7,3,3,-12,8,-4,-2,8
COc1cc(C2C(C(C)=O)=C(O)C(=O)N2c2ccc(C)cc2)ccc1O (centres undefined),3,-14,-0.3,-10,1,-3,17,-16,2,-5
CCOC(=O)c1cccc(NC(=O)c2cc(C)nn2-c2ccccc2)c1,-4,30,0.5,-1,1,-12,-30,-7,-5,15
Cc1cc(Cl)c2oc(C(=O)N3CCCCC3CCN3CCCC3=O)c(C)c2c1 (centres undefined),-3,1,-1.1,0,-1,1,-1,5,-3,25
Cc1cc(Cl)ccc1OCC(=O)OC(C)C(=O)N(C)C (centres undefined),-1,0,1.8,-9,5,-2,0,-4,2,1
